# High-throughput results deposited in PubChem by National Center for Advancing Translational Sciences (NCATS).
# EPAC1 antagonist: blocks human EPAC1 exchange factor | AID 720709 | EPAC1 GEF assay, Rap1b-BODIPY-GDP exchange fluorescence | Potency, µM (highest dose often 115 µM), inactives show at the top dose activity change, negative = inhibition, usual class: inhibitors | actives 0.14% (n = 360,000) | O95398;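 note: plate controls were vehicle for no effect and positive control for full effect; nearly all actives have a fitted effect of over 50% in size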
# EPAC2 antagonist: EPAC2 (human) antagonism; EPAC2 GEF exchange of Rap1B-BODIPY-GDP, fluorescence; Potency, µM (series often up to 114 µM), inactives show top-dose activity, negative = inhibition, actives largely listed as inhibitors; actives 0.18% (n = 360,000); AID 720708; note: % is set by controls: 0 for no effect and ±100 for the full control effect; nearly all actives have a fitted effect of over 45% in size; many of its hits are not listed in these tables
# PTHR1 agonist: agonists of human PTHR1 parathyroid hormone receptor | HEK293 GP2 PTHR1 cells, GloSensor cAMP luminescence, 1 h | Potency, µM (highest dose often 115 µM), without a hit: at the highest dose activation, actives largely listed as activators | actives 0.075% (n = 410,000) | AID 743266; note: nearly all actives have a fitted effect of over 55% in size; some results filed as inactive show a strong effect at the top dose; inactives centre near -15; many of its hits are not listed in these tables
# Target sequence (Q03431 whole entry, looked up): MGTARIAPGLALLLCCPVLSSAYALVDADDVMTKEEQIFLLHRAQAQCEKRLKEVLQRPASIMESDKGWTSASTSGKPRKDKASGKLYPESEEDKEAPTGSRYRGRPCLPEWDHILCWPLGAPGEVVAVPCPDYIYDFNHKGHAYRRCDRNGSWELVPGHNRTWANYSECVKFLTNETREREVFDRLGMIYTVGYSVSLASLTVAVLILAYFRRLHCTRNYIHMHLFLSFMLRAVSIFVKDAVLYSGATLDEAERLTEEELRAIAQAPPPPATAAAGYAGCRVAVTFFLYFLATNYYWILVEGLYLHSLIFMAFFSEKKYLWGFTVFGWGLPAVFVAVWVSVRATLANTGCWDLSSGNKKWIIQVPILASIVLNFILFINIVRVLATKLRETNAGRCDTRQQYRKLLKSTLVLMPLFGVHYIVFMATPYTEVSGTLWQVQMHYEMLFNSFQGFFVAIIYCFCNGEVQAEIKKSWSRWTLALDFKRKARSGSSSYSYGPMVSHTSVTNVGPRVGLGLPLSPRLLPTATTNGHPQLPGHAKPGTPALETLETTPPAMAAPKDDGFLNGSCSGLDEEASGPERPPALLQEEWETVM
#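 HEK-293-derived GP2 cells expressing PTHR1 and a GloSensor cAMP reporter, 3,000/well, plated overnight, given luciferin plus IBMX (each 0.5 mM as added) for 1 h at 37 °C, then compound for 1 h at 37 °C. Luminescence was read after 15 min at room temperature.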
# FUS suppressor: FUS proteinopathy suppression in yeast. AID 1347120. actives 0.24% (n = 390,000). S. cerevisiae FUS-expressing, growth rescue, OD600, 24 h. Potency, µM (top dose mostly 76.6 µM), for inactives: at the top dose growth rescue (activation), most hits filed as activators;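 note: plate controls were DMSO vehicle for no effect and reference control for full effect; nearly all actives have a fitted effect of over 55% in size; some results filed as inactive show a strong effect at the top dose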
#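 S. cerevisiae expressing FUS from galactose induction served as the toxicity model. Growth after 24hr at 30C, read as absorbance at 600 nm, indicates suppression of toxicity; compounds dosed at several concentrations.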
# aSyn rescue: inhibitors of alpha-synuclein toxicity in yeast. Yeast expressing alpha-synuclein, growth rescue, BacTiter-Glo, 24 h. Potency, µM (series often up to 46.1 µM), inactives show at the highest dose growth rescue (activation), usual class: activators. actives 0.14% (n = 370,000). AID 652106; note: % of control where 0% means no effect; nearly all actives have a fitted effect of over 65% in size
#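 Readout is rescue of growth in alpha-synuclein-expressing yeast, so inhibitors of toxicity appear as activators. Growth after 24 hr at 30 deg C in galactose medium is quantified by luminescence.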
# EPAC2 ag: activates human EPAC2 exchange factor | Q8WZA2 | EPAC2 activation, biochemical qHTS; response scale: 100% = 6.5 mM cAMP response | Potency, µM (highest dose often 154 µM), without a hit: top-dose activation, hits mostly activators | actives 0.079% (n = 360,000); note: nearly all actives have a fitted effect of over 50% in size
#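 Compounds were added across a concentration range to EPAC2 (100 nM), RAP1B-BODIPY-GDP (250 nM) and GDP (50 uM). After 5 min at room temperature, fluorescence was recorded at 5-min intervals for 30 min.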
# EPAC1 ag: agonists of human EPAC1 | EPAC1 agonist qHTS, biochemical assay; response scale: 100% = response to 6.5 mM cAMP | Potency, µM (highest dose often 154 µM), for the others: at the top dose activation, most hits filed as activators | actives 0.073% (n = 360,000) | AID 720707; note: nearly all actives have a fitted effect of over 60% in size
#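 Multi-concentration qHTS readout: loss of Rap1B-bound BODIPY-GDP fluorescence driven by 100 nM EPAC1 with excess GDP (50 uM), monitored kinetically at room temperature; agonist response expressed relative to 6.5 mM cAMP.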
# TDP43 rescue: rescues yeast growth from TDP-43 toxicity; actives 1.8% (n = 410,000); TDP-43 expressing yeast growth rescue, BacTiter-Glo, 24 h; AID 652104; Potency, µM (series often up to 46.1 µM), for the others: at the highest dose growth rescue (activation), hits mostly activators; note: % of control where 0% means no effect; nearly all actives have a fitted effect of over 50% in size
#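 Yeast cells expressing TDP-43 under galactose induction are exposed to compounds for 24 hr at 30 deg C. BacTiter-Glo luminescence measures growth, so protective compounds score as activators.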
# The depositor's hits bear a star; i = inactive; ? = inconclusive; . = not tested or not shown; [ ] = another dose, or the depositor's remark. Calls come from the whole dose curve; as a rule, active = well fitted curve in the direction sought with a large enough effect; inconclusive = small, poorly fitted or top-dose-only effect, or another doubt; inactive = no such curve, though single readings can be large; an effect the other way counts as inactive or inconclusive. Potency is the fitted concentration of half-maximal effect. Only part of the results is shown (hit frequency here may not be typical).
# Below each SMILES – EPAC1 antagonist | EPAC2 antagonist | PTHR1 agonist | FUS suppressor | aSyn rescue | EPAC2 ag | EPAC1 ag | TDP43 rescue
Cc1oncc1C(=S)Nc1ccccc1
    8% | 6% | i | -4% | -24% | 8% | 4% | 21%
CCOC(=O)c1c(S(=O)(=O)NCC(=O)Nc2ccccc2F)c(C)n(C)c1C
    -4% | 5% | -26% | 16% | 1% | -2% | -7% | -4%
O=C(N[C@H](CO)[C@H](O)c1ccc([N+](=O)[O-])cc1)C(Cl)Cl
    0% | 4% | i | -16% | -2% | 7% | -2% | 15%
O=C(NNC(=O)C1CCCCC1)c1ccco1
    12% | 10% | -4% | -3% | -1% | 9% | -3% | -13%[9.22 µM]
CC1(C)C(=O)OC(c2ccc([N+](=O)[O-])cc2)C(C)(C)C1=O (configuration not stated)
    -6% | 13% | -16% | -20% | 0% | 6% | 7% | 22%
COc1ccc(CN(C)C(=O)CNC(=O)Cc2cccc3ccccc23)c(OC)c1OC
    -20% | 1% | 0% | 10% | 1% | -6% | -9% | -2%
CCC1Sc2ccc(S(=O)(=O)CCC(=O)Nc3ccccc3Br)cc2NC1=O (configuration not stated)
    2% | 1% | i | 9% | -4% | 10% | -10% | -5%
CN(C)c1nc(OCCNC(=O)COc2ccc(Cl)cc2Cl)nc(N2CCOCC2)n1
    -14% | 5% | -2% | 14% | 12% | -16% | -4% | 0%
CC1CC(=O)Nc2ccccc2N1C(=O)Cn1cnc2ccc(Br)cc2c1=O (configuration not stated)
    2% | -4% | -23% | 3% | -7% | -5% | 4% | 7%
CCOC(=O)c1ccc(NC(=O)CSc2nc(C)nc3c2c(=O)n(C)c(=O)n3C)cc1
    -10% | 14% | i | -31% | 1% | 12% | 3% | 20%
Cc1ccc(-n2nc(C)c(/C=N/NC(=O)c3cccnc3)c2Cl)cc1
    -23% | -2% | i | -33% | 0% | 8% | 11% | 16%
CC(Sc1nnc(Nc2ccccc2F)s1)C(=O)NC1CC1 (configuration not stated)
    -11% | 7% | 2% | -10% | -4% | 2% | 1% | -4%
O=C(CCc1nnc(Cc2ccc(-c3ccccc3)cc2)o1)N1CCCC1
    -16% | -13% | -18% | 24% | 9% | 4% | 4% | -5%[0.397 µM]
CN(C)NC(=S)Nc1cccc(C(F)(F)F)c1
    2% | 2% | i | 0% | -1% | -3% | -3% | 28%
Cc1cccc(C(=O)Oc2ccccc2-c2nnco2)c1
    -11% | 0%[57.1 µM] | -9%[57.5 µM] | 45% | 1% | -20% | -3% | 14%
CCC(C)(C)C1CCc2c(sc(N)c2C(N)=O)C1 (configuration not stated)
    ? | -10% | -33%[inhibitor] | . | -1% | 10% | -11% | 0%
O=C(COc1ccc2c3c(c(=O)oc2c1)CCC3)NC1CCN(Cc2ccccc2)CC1
    -4% | 7% | -27% | -2% | 3% | 1% | -4% | 9%
COc1ccc(NC(=O)CCSc2nnc(C)s2)cc1
    -6% | -5% | 12% | 20% | 0% | 4% | -3% | 2%
N/C(=N\OC(=O)c1cccc(Br)c1)c1ccccn1
    2% | -9% | -29% | 0% | -10% | 10% | 8% | 11µM*
COc1cc(NC(=O)c2ccc3nsnc3c2)cc(OC)c1OC
    -4% | -9% | -41%[inhibitor] | 10% | 2% | 3% | 4% | 15%
CCN1CCN(C(=O)Cn2cnc3sc(C)c(S(=O)(=O)N4CCN(c5ncccn5)CC4)c3c2=O)CC1
    6% | -9% | i | -17% | -1% | 2% | 9% | 5%
Nc1cccc(/C=C/C(=O)O)c1
    8% | 0% | 8% | 5% | 8% | 1% | 0% | -1%
O=C(/C=C/c1ccc2c(c1)OCCO2)c1ccccc1
    -26% | -9% | -44%[inhibitor] | 7% | -3% | 20% | 8% | 16µM*
CC1(C2CC2)NC(=O)N(CC(=O)N2CCN(S(=O)(=O)c3ccc(F)c(F)c3)CC2)C1=O (configuration not stated)
    6% | 22% | 4% | . | 2% | -4% | 1% | 0%
Oc1cccc(CN2CCN(c3ncc(Cc4ccccc4)cn3)CC2)c1
    -7% | 2% | -27% | -6% | 1% | 9% | 8% | 6%
Cc1ccc(NC(=O)CSc2nc(=O)n(Cc3ccncc3)c3c2CCC3)c(C)c1
    -7% | 2% | i | 5% | 5% | 6% | 19% | -12%
COc1ccc(S(=O)(=O)NC(CC(=O)NCc2ccco2)c2ccco2)cc1 (configuration not stated)
    -12% | 3% | i | -36% | 0% | 3% | 4% | 15%
Cc1ccccc1CN1C(=O)CN(S(C)(=O)=O)CC1(C)C(=O)Nc1c(C)cccc1C (configuration not stated)
    -23% | 4% | -10% | 2% | 1% | 6% | -1% | 11%
CSc1nsc(SCC(=O)Nc2nncs2)n1
    0% | 6% | i | -4% | 1% | 15% | 0% | 16%
CC(=O)Nc1ccc(S(=O)(=O)N(C)CC(=O)OCC(=O)N2CC(C)OC(C)C2)cc1 (configuration not stated)
    5% | 3% | i | 5% | -8% | 9% | 6% | -9%
Nc1ccc(Nc2ccccc2)c(Cl)c1
    -2% | -6% | -39%[inhibitor][57.5 µM] | 26% | 0% | 9% | 8% | -6%
N#C/C(=C\c1cn(CC(=O)N2CCCCC2)c2ccccc12)C(=O)NCc1ccc2c(c1)OCO2
    -15% | -5% | i | . | -7% | 6% | -4% | 16%
Cn1c(=O)c2cc(S(=O)(=O)NCCC(=O)Nc3ccccc3F)ccc2n(C)c1=O
    11% | 0% | -7%[57.5 µM] | 13% | -13% | -4% | -1% | -23%
Cc1cccc(C)c1Nc1nnc(SCC(=O)Nc2cc(S(=O)(=O)N3CCCCC3)ccc2Cl)s1
    -8% | 12% | -17% | . | -2% | 4% | 1% | -15%
Cc1ccc(C(=O)C2=C(O)C(=O)N(Cc3ccco3)C2c2ccc(N(C)C)cc2)o1 (configuration not stated)
    24% | 17% | -23% | ? | -3% | 1% | -4% | -8%
CC(=O)Nc1ccc(SCC(=O)N(C)C2CCS(=O)(=O)C2)cc1 (configuration not stated)
    -21% | 9% | i | 27% | 2% | 2% | -3% | .
Cc1ccc(OCCn2nc3ccccc3n2)c(C)c1
    -28% | -9% | -8%[57.5 µM] | 12% | 4% | 8% | 8% | ?
C=CCc1c(C)nn(CC(=O)O)c1-c1ccccc1
    8% | 0% | -21%[57.5 µM] | -24% | -3% | -10% | 3% | 2%
Cc1c(C(=O)O/N=C(\N)c2ccccn2)cccc1[N+](=O)[O-]
    -31% | 9% | -14% | 25% | -1% | 13% | -1% | 14%
COc1ccc(CN(C(=O)CSc2nnc(-c3ccccc3F)o2)c2ccc(F)cc2)cc1
    0% | 5% | -5%[57.5 µM] | 18% | -5% | 12% | 10% | -15%

# Among those listed so far, these have a COOH group:
# Below each SMILES – EPAC1 antagonist | EPAC2 antagonist | PTHR1 agonist | FUS suppressor | aSyn rescue | EPAC2 ag | EPAC1 ag | TDP43 rescue
Nc1cccc(/C=C/C(=O)O)c1
    8% | 0% | 8% | 5% | 8% | 1% | 0% | -1%
C=CCc1c(C)nn(CC(=O)O)c1-c1ccccc1
    8% | 0% | -21%[57.5 µM] | -24% | -3% | -10% | 3% | 2%

# Carrying on.
# Below each SMILES – EPAC1 antagonist | EPAC2 antagonist | PTHR1 agonist | FUS suppressor | aSyn rescue | EPAC2 ag | EPAC1 ag | TDP43 rescue
Cc1cc(=O)oc2c3c(cc(OCC(=O)N4CCC(C(=O)O)CC4)c12)OC(C)(C)CC3
    -3% | -18% | -13% | 11% | 5% | 8% | -7% | 11%
Cc1nonc1C1CCCN1C(=O)c1cc(COc2cccc(C(F)(F)F)c2)on1 (configuration not stated)
    -23% | -7% | -94%[inhibitor] | 31% | 0% | -1% | -11% | ?
COc1ccc(NC(=O)C2CCCN(S(C)(=O)=O)C2)cc1OC (configuration not stated)
    -3% | 11% | i | -27% | 8% | 8% | 11% | 16%
CS(=O)(=O)NCc1ccc(C(=O)NCc2ccccc2)cc1
    2% | 2% | i | 2% | 0% | 7% | 8% | -17%
CC1=NN(C(N)=S)C(=O)C1N=Nc1ccccc1 (configuration not stated)
    -10% | 4% | -13% | -6% | -12% | -13% | -5% | 14%
COc1ccccc1NS(=O)(=O)c1cc(NC(=O)CCC(=O)c2cccs2)ccc1Cl
    -14% | -4% | -35% | 35% | 0% | 19% | 4% | 15%
CC(C)(C)c1ccc(-c2nnc(SC3CCOC3=O)n2Cc2ccccc2)cc1 (configuration not stated)
    -15% | -28% | i | . | 14% | -4% | 5% | 22%
CCOc1cc(C(=O)N2CCCN(C)CC2)cc(OCC)c1OCC
    -13% | -7% | i | 3% | -11% | 3% | -7% | -2%
CS(=O)(=O)N1CCN(c2ccccc2NC(=O)c2cccnc2Cl)CC1
    7% | 4% | -9%[57.5 µM] | -16% | -6% | 15% | -2% | -5%
Cc1nn(CC(=O)OCC(=O)Nc2c(C(C)C)cccc2C(C)C)c(C)c1[N+](=O)[O-]
    8% | 4% | 19% | 22% | 0% | 1% | -10% | -11%
O=C(COC(=O)Cc1cn2ccsc2n1)NCc1ccc2c(c1)OCO2
    -6% | 3% | -3%[57.5 µM] | 15% | -3% | 2% | -1% | -12%
Cc1cccc(CC(=O)NCCN2CCOCC2)c1
    -3% | 3% | i | -26% | 1% | 0% | 5% | 6%
CC(C)CC(C(=O)NC(C)(C)C)N(CC1CCCO1)C(=O)c1snc(C(N)=O)c1N (configuration not stated)
    4% | -4% | i | 10% | 4% | 5% | -1% | -8%
Cc1cc(C)cc(N2C(=O)CC(Sc3ncn[nH]3)C2=O)c1 (configuration not stated)
    -17% | 4% | -8% | 8% | -21% | 4% | 3% | -93%[inhibitor]
COc1nc(-c2ccccc2)ccc1-c1noc(COc2ccccc2)n1
    0% | -2% | i | 22% | -2% | 3% | 2% | 8%
O=C1Nc2ccccc2/C1=N/N=C/c1cccc(O)c1
    ? | 3% | -16% | 22% | -1% | 2% | 9% | 10%
CN(Cc1ccon1)Cc1cn(C)nc1-c1cccc(Cl)c1
    15% | ? | -6% | -12% | -10% | 3% | 0% | -17%
Fc1ccccc1N=C1Nc2cccc3cccc1c23
    1% | -4% | -7% | 5% | -10% | -1% | 0% | 5%
Cc1ccc(C(=O)OC(C)C(=O)Nc2ccc(S(N)(=O)=O)cc2)cc1S(=O)(=O)N1CCOCC1 (configuration not stated)
    3% | -11% | -10% | 1% | 2% | 2% | 0% | -23%
CCCCNC(=O)C[C@@H]1C[C@@]2(C(=O)OCC)CCCC=C2N(Cc2ccco2)C1=O
    -14% | 4% | i | 23% | 0% | 7% | 3% | 6%
O=C(Nc1cc([N+](=O)[O-])ccc1F)c1ccc2ccccc2c1
    1% | 5% | -6% | -12% | -9% | 12% | 3% | 9%
